NPC1 prom act – activates the NPC1 promoter; Huh7 NPC1 promoter luciferase reporter, 24 h; Potency, µM (doses to about 9.22 µM), without a hit: at the top dose activation, actives largely listed as activators; hit rate 2.4% among 320,000; AID 485313;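 further: potency means the concentration at half of the fitted maximal effect; % of control where 0% means no effect; nearly all actives have a fitted effect of over 60% in size; reporter is driven by a mutant NPC1 promoter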
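Cells: Huh7 expressing luciferase under the NPC1 promoter, 1500/well. Seeded 2 h, compound added, incubated 24 h at 37 °C. Luciferase reagent, 10 min ambient, then luminescence.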
ELG1 genotoxic – inducers of genotoxicity in HEK293T ELG1-luciferase cells; HEK293T ELG1-luciferase reporter, luminescence, 16 h; Potency, µM (highest dose often 46 µM), inactives show top-dose activity change, positive = activation, most hits filed as activators; hit rate 1.3% among 330,000; AID 504466; further: potency means the concentration at half of the fitted maximal effect; % of control where 0% means no effect; nearly all actives have a fitted effect of over 60% in size
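Step 1: seed 2,000 HEK293T ELG1-luciferase cells per well. Step 2: add compound or DMSO, incubate 16 hr at 37 °C. Step 3: ONE-Glo, 30 min at room temperature, read luminescence.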
Gal4-VP16 FLuc – Gal4-VP16 reporter inhibition counter-screen. hit rate 3.5% among 310,000. Potency, µM (series often up to 53.6 µM), inactives show at the highest dose activity, negative = inhibition, actives largely listed as inhibitors. Drosophila S2 Gal4-VP16 UAS-luciferase, luminescence, 20 h. AID 2546;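 further: Gal4-VP16 expression switched on by copper sulfate through the metallothionein promoter; potency means the concentration at half of the fitted maximal effect; on the % scale 0 is the no-effect control and ±100 the full control effect; nearly all actives have a fitted effect of over 50% in size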
PKM2 act – increases activity of human pyruvate kinase M2; Potency, µM (series often up to 57.5 µM), inactives show top-dose activation, hits mostly activators; AID 1631; purified PKM2, Kinase-Glo ATP luminescence, activation; response scale: 0% is enzyme alone, no compound; hit rate 0.34% among 260,000; P14618; further: potency means the concentration at half of the fitted maximal effect; on the % scale 0 is the no-effect control and ±100 the full control effect; nearly all actives have a fitted effect of over 55% in size
Target sequence (P14618 whole entry, looked up): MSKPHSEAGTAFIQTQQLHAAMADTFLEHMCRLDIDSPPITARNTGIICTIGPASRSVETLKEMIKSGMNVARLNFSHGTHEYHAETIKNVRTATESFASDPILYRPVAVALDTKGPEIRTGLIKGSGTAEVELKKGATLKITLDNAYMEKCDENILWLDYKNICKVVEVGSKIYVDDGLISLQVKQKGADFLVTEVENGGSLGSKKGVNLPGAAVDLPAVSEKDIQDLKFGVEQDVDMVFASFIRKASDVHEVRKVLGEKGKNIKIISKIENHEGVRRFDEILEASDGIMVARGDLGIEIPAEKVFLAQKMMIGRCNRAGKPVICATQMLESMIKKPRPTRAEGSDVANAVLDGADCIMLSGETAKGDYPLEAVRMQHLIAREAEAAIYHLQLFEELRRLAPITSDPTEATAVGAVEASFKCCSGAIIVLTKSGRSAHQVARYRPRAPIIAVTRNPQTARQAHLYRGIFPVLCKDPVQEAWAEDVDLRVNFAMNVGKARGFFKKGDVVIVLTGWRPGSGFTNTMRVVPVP
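Purified hPK-M2 (>95%) run at intermediate activity with 0.1 mM ADP and 0.5 mM PEP in 50 mM imidazole pH 7.2, KCl, MgCl2; 1 h room temperature. ATP formed read by Kinase-Glo luminescence; normalized to uninhibited and no-enzyme controls.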
Menin MLL FP TR – displaces Texas Red mutant MLL peptide from human menin; O00255; Menin + Texas Red MLL mutant peptide, fluorescence polarization; Potency, µM (titrated, usually from 61.6 µM), for the others: top-dose FP activity change, negative = inhibition, hits mostly inhibitors; hit rate 0.23% among 270,000; AID 1768; active means well fitted inhibition curve with a large enough effect in the polarisation, with a control signal flat, not every such curve was filed as active; inconclusive means small, poorly fitted or top-dose-only effect, or effect the other way, or a change in a side signal; inactive means no such curve, though single readings can be large or run the other way; the % refers to the polarisation; further: potency means the concentration at half of the fitted maximal effect; % of control where 0% means no effect; many of its hits are not listed in these tables
Giardia kill – kills Giardia lamblia; Giardia lamblia trophozoite viability; activity change, % at 7.66 µM, hits read low; hit rate 0.15% among 340,000; in the data active means activity change below about -80%; inconclusive means between about -30% and that limit;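 further: parasites exposed to compound for two days anaerobically before the ATP read; on the % scale 0 is the no-effect control and ±100 the full control effect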
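Each well holds 100 Giardia trophozoites and compound. After two days (48 hrs) at 37 deg C in anaerobic conditions, ATP is quantified by luminescence.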
RORg inh – blocks mouse ROR gamma transcriptional activity. Drosophila S2 Gal4-RORgamma UAS-luciferase reporter, 20 h. Potency, µM (titrated, usually from 53.6 µM), without a hit: at the top dose activity change, negative = inhibition, hits mostly inhibitors. hit rate 5.4% among 310,000; further: potency means the concentration at half of the fitted maximal effect; on the % scale 0 is the no-effect control and ±100 the full control effect; nearly all actives have a fitted effect of over 60% in size
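Compounds are pin-transferred onto Drosophila Schneider cells expressing a copper-inducible Gal4–ROR gamma transactivation domain fusion. After 1 hr, copper sulfate is added to 700 uM final; luciferase is read 20 hr later.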
FLuc counter – counter-screen for miR-21 project: firefly luciferase inhibitors or activators | Potency, µM (highest dose often 57.5 µM), for the others: at the top dose activity change, negative = inhibition, usual class: inhibitors | P08659 | hit rate 6.9% among 360,000 | AID 588342 | purified FLuc, Km substrates, luminescence inhibition;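 further: potency means the concentration at half of the fitted maximal effect; plate controls were vehicle for no effect and reference inhibitor for full effect; nearly all actives have a fitted effect of over 55% in size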
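Biochemical qHTS of compounds, final roughly 60 µM downward over six points, against 10 nM purified firefly luciferase using Km concentrations of substrates (10 uM D-luciferin, 10 uM ATP) in Tris acetate pH 7.5 buffer; luminescence output.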
Rab9 prom act – activators of Rab9 promoter. Potency, µM (highest dose often 9.22 µM), without a hit: top-dose activation, negative = inhibition, usual class: activators. Huh7 Rab9 promoter-luciferase reporter, luminescence, 24 h. hit rate 2.8% among 320,000; further: potency means the concentration at half of the fitted maximal effect; % of control where 0% means no effect; nearly all actives have a fitted effect of over 60% in size
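Huh7 reporter line, Rab9 promoter upstream of luciferase. Compound exposure 24 h at 37 °C in reduced-serum medium with 10% FBS. Read-out: luminescence.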
BRCA1 expr up – BRCA1 expression activation. MCF7-BRCA1-FFLuc reporter, luminescence, 48 h; response scale: scaled: vehicle 0%, 10 µM genistein 100%. Potency, µM (doses to about 46.1 µM), for the others: at the top dose activation, most hits filed as activators. hit rate 1.1% among 380,000. AID 624202; further: potency means the concentration at half of the fitted maximal effect; nearly all actives have a fitted effect of over 80% in size; some results filed as inactive show a strong effect at the top dose
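Activators of BRCA1 expression were detected as increased firefly luciferase luminescence in engineered MCF7 cells after 48 h compound incubation. Signals were scaled to genistein 10 microM as full activation.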
p53 reactivator – re-activators of mutant p53; H1299 p53-A138V BP100-luciferase reporter, luminescence, 24 h; Potency, µM (top dose mostly 92.2 µM), for the others: top-dose activity change, positive = activation, hits mostly activators; hit rate 0.063% among 320,000; AID 504706; further: potency means the concentration at half of the fitted maximal effect; % of control where 0% means no effect; nearly all actives have a fitted effect of over 45% in size
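p53-null H1299 cells stably carrying temperature-sensitive p53-A138V and a BP100-luciferase reporter were pinned with compounds (4-point, 1:5 series) and held 24 hrs at 37 deg C. Luminescence was read 10 min after detection reagent.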
* hit, by the source's call; ? = inconclusive; . = no result given; [ ] = another dose, or the depositor's remark. Unless noted, the call rests on the fitted dose curve; in most records, active means well fitted curve in the direction sought with a large enough effect; inconclusive means small, poorly fitted or top-dose-only effect, or another doubt; inactive means no such curve, though single readings can be large; an effect the other way counts as inactive or inconclusive.

molecule	Menin MLL FP TR	PKM2 act	Rab9 prom act	ELG1 genotoxic	p53 reactivator	NPC1 prom act	Gal4-VP16 FLuc	RORg inh	Giardia kill	BRCA1 expr up	FLuc counter
Cc1sc2ncnc(NCc3cccs3)c2c1C	?	0%	-31%[inhibitor]	4%	-2%	-17%	10µM*	-13%	9	-55%	2%
O=C(c1cccnc1)N1CCN(S(=O)(=O)c2ccc(Cl)cc2)CC1	-5%	-18%	1%	0%	-1%	-14%	-5%	-40%	-8	-5%	-3%
CCN(CC)Cc1ccc(OC)c(Cl)c1	.	-2%	-3%	-3%	9%	0%	2%	-19%	-19	-2%	-1%
COc1ccc(/C=C/C(=O)OCC(=O)c2c(C)[nH]c3ccccc23)cc1OC	19%	11%	-10%	-10%	-11%	-3%	1%	22%	-16	-18%	0%
Cc1ccc(-n2c(SCC(=O)Nc3ccc4cn[nH]c4c3)nnc2-c2ccco2)cc1	3%	5%	-7%	-5%	-6%	1%	15%	44%	15	-32%	1%
COc1ccc(C2=NO[C@@H]3[C@@H]4C[C@@H]([C@H]5C(=O)N(c6ccc7c(c6)OCO7)C(=O)[C@@H]45)[C@H]23)cc1OC	5%	-10%	-6%	-1%	-5%	-1%	-14%	-1%	-5	-16%	4%
CCOC(=O)c1[nH]c2ccccc2c1NC(=O)C(CC)CC	1%[11.7 µM]	0%	2%	3%	12%	-3%	3%	8%	0	31%	7%
CC1Cc2ccccc2N1C(=O)Cc1cccs1 (configuration not stated)	-10%	1%	0%	1%	-4%	-5%	6%	24%	-1	35%	4%
NC(=O)c1ccsc1NC(=O)COC(=O)/C=C/c1ccccc1	.	.	0%	-17%	2%	7%	.	.	2	-15%	11µM*
Cc1nc2sc(C(c3cccc(F)c3)N3CCOCC3)c(O)n2n1 (configuration not stated)	6%	0%	-2%	-4%	-14%	-5%	4%	-10%	23	-26%	3%
COc1ccc(OC)c(NC(=O)C(=O)NCc2ccncc2)c1	8%	-6%	2%	0%	1%	-3%	-2%	-5%	-25	-13%	3%
CCCNC(=O)CN1C(=O)NC(CCSC)C1=O (configuration not stated)	.	0%	2%	1%	-4%	-3%	-4%	-9%	11	-4%	2%
CCc1c(-c2n[nH]c(=S)n2Cc2ccccc2)csc1C	-1%	-5%	-3%	-4%	2%	-5%	7.9µM*	2.2µM*	4	-30%	-14%
CCc1ccccc1NC(=S)N(Cc1cccs1)C1CCCC1	-14%	0%	-4%	-5%	2%	-6%	15%[10 µM]	11µM*	-6	-16%	-2%
Cc1ccc(C)c(NC(=O)CSc2nc3ccc(N4C(=O)c5ccccc5C4=O)cc3s2)c1	-14%	0%	9%	0%	-6%	1%	2%	9%	-10	-59%	-5%
O=C(O)COc1ccc(C(=O)Cc2ccc3c(c2)OCCCO3)c(O)c1	7%	-3%	-3%	-3%	-4%	-3%	?	-32%	5	-25%	27µM*
Cc1scc(C(=O)NNC(=O)CCC(=O)O)c1C	2%	-5%	-3%	0%	0%	-7%	1%	-10%	-13	-1%	0%
CCC(=O)Nc1c(-c2ccc(C)cc2)nc2ccc(C)cn12	-4%	-4%	-1%	1%	.	-4%	8%	2%	4	-17%	4%
COc1ccc(C(=O)NCCn2cc(SCC(=O)NCC3CCCO3)c3ccccc32)cc1OC (configuration not stated)	-9%	10%	3%	-17%	9%	-5%	-1%	-16%	-14	-8%	0%
CCN(CC)CCNC(=S)NC(=O)c1cn(-c2ccccc2)nc1-c1ccc(OC)cc1	2%	-1%	2%	-2%	16%	-3%	13µM*	7.1µM*	-11	-35%	1%
CCOc1ccc2c(c1)-c1c(ssc1=S)C(C)(C)N2	?	-1%	-5%	-11%	-1%	1%	-9%	-20%	-15	-52%	?
CCn1c(Cc2ccccc2)n[nH]c1=S	.	1%	-2%	1%	1%	1%	-25%	?	5	27%	-1%
CCN(Cc1ccccc1)S(=O)(=O)c1ccc2c(c1)NC(=O)CS2	.	.	-1%	-4%	-1%	2%	-10%	-20%	-24	-30%	-1%
O=C(CNc1cccc(S(=O)(=O)N2CCCCCC2)c1)Nc1cccc([N+](=O)[O-])c1	.	.	-10%	-8%	-6%	2%	.	.	36[activator]	-54%	.
Cc1cccc(N2CCN(C(c3ccccc3)c3nnnn3CC3CCCO3)CC2)c1C (configuration not stated)	-8%	-5%	-6%	-2%	-1%	14%	-8%	36%	0	-60%	3%
CCCCN(C(=O)C(C)Oc1ccc(Br)cc1)c1c(N)n(Cc2ccccc2)c(=O)[nH]c1=O (configuration not stated)	.	1%	5%	3%	3%	0%	-7%	23%	-8	-42%	3%
COc1ccc(CCC(=O)OCc2csc(CC(=O)Nc3ccccc3C)n2)cc1	.	-1%	0%	-2%	2%	-4%	3%	-1%	-10	-6%	6%
COC(=O)c1c[nH]n2c(=O)c(Cc3ccc(F)cc3Cl)c(C)nc12	14%	2%	-7%	-1%	-5%	-1%	-11%	-7%	5	3%	0%
O=C(NCc1ccc2c(c1)OCO2)c1ccc(N2CCCC2=O)cc1	2%	-3%	10%	10%	2%	1%	16%	13%	5	22%	-13%
Cc1ccc(C(=O)CCC(=O)N2CCN(c3ccccc3O)CC2)cc1	.	.	11%	-17%	-4%	6%	.	.	-8	-3%	-1%
CC(=O)c1cccc(S(=O)(=O)N2CCC(C(=O)O)CC2)c1	-1%	1%	-4%	1%	2%	-3%	3%	13%	28	9%	0%
O=c1[nH]nc(SCCS(=O)(=O)c2ccc(F)cc2)n1-c1ccccc1C(F)(F)F	.	-3%	-9%	7%	-14%	-3%	-14%	-2%	5	-39%	-2%
Cn1nnnc1SCc1ccc(C(=O)Nc2ccccc2F)cc1	-20%	-19%	?	?	6%	?	4%	8%	-7	20%	?

Compounds listed so far containing an aryl methoxy group (7):
molecule	Menin MLL FP TR	PKM2 act	Rab9 prom act	ELG1 genotoxic	p53 reactivator	NPC1 prom act	Gal4-VP16 FLuc	RORg inh	Giardia kill	BRCA1 expr up	FLuc counter
CCN(CC)Cc1ccc(OC)c(Cl)c1	.	-2%	-3%	-3%	9%	0%	2%	-19%	-19	-2%	-1%
COc1ccc(/C=C/C(=O)OCC(=O)c2c(C)[nH]c3ccccc23)cc1OC	19%	11%	-10%	-10%	-11%	-3%	1%	22%	-16	-18%	0%
COc1ccc(C2=NO[C@@H]3[C@@H]4C[C@@H]([C@H]5C(=O)N(c6ccc7c(c6)OCO7)C(=O)[C@@H]45)[C@H]23)cc1OC	5%	-10%	-6%	-1%	-5%	-1%	-14%	-1%	-5	-16%	4%
COc1ccc(OC)c(NC(=O)C(=O)NCc2ccncc2)c1	8%	-6%	2%	0%	1%	-3%	-2%	-5%	-25	-13%	3%
COc1ccc(C(=O)NCCn2cc(SCC(=O)NCC3CCCO3)c3ccccc32)cc1OC (configuration not stated)	-9%	10%	3%	-17%	9%	-5%	-1%	-16%	-14	-8%	0%
CCN(CC)CCNC(=S)NC(=O)c1cn(-c2ccccc2)nc1-c1ccc(OC)cc1	2%	-1%	2%	-2%	16%	-3%	13µM*	7.1µM*	-11	-35%	1%
COc1ccc(CCC(=O)OCc2csc(CC(=O)Nc3ccccc3C)n2)cc1	.	-1%	0%	-2%	2%	-4%	3%	-1%	-10	-6%	6%

This is a subset (hit frequency here may not be typical).
